# JMJD2A Tudor = blocks the human JMJD2A Tudor domain. AID 504339. 390,000 tested, 4.4% active. AlphaScreen JMJD2A-Tudor / H3K4me3 peptide binding. Potency, µM (highest dose often 114 µM), without a hit: at the top dose activity change, negative = inhibition, actives largely listed as inhibitors. O75164; further: on the % scale 0 is the no-effect control and ±100 the full control effect; nearly all actives have a fitted effect of over 50% in size
# PGK inhibitor = T. brucei PGK inhibition; AID 602233; 380,000 tested, 0.043% active; PGK/GAPDH coupled, Kinase-Glo luminescence, 60 min; Potency, µM (titrated, usually from 57.5 µM), for inactives: at the highest dose activity change, negative = inhibition, actives largely listed as inhibitors; further: on the % scale 0 is the no-effect control and ±100 the full control effect; nearly all actives have a fitted effect of over 60% in size
#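 Recombinant glycosomal PGK reaction used 1,3-bisphosphoglycerate generated in-well by GAPDH (100nM final) in 100mM TEA pH 7.6, 5mM MgCl2, 0.01% Tween-20. After 60 minutes at room temperature, ATP was read by Kinase-Glo Plus luminescence end-point.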
# GLS inhibitor = blocks human kidney-isoform glutaminase activity; O94925; GLS enzymatic activity, qHTS titration; Potency, µM (titrated, usually from 45.5 µM), for inactives: at the highest dose activity change, negative = inhibition, usual class: inhibitors; 410,000 tested, 0.21% active; further: on the % scale 0 is the no-effect control and ±100 the full control effect
#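 hKGA in 45 mM KH2PO4 (pH 8.2), 0.02% Tween-20 with compound, then 1mM L-Glutamine (stock as added) plus glutamate oxidase/HRP/Amplex red coupling mix. Fluorescence read initially and after 30 min at RT; signal change reflects glutamate formation.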
# HP1b binding inh = HP1-beta chromodomain-methylated histone interaction inhibition | Potency, µM (top dose mostly 114 µM), without a hit: top-dose activity change, negative = inhibition, hits mostly inhibitors | AlphaScreen HP1-beta / biotin-H3K9me3 peptide binding | 390,000 tested, 0.56% active; further: nearly all actives have a fitted effect of over 70% in size; inactives centre near 23
# Target sequence (P83916 whole entry, looked up): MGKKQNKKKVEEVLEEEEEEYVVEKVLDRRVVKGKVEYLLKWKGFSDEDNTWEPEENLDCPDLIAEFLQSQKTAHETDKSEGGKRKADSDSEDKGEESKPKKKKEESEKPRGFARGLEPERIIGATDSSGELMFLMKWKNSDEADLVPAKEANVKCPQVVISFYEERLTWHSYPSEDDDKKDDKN
#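 Compound inhibition of the preformed complex between 50 nM HP1-beta and 50 nM biotinylated H3K9me3 peptide was read by AlphaScreen. Buffer was PBS pH 7.4 with 0.01% Tween-20. Incubations ran 30 min at room temperature, with 10 ug/mL donor/acceptor beads.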
# RGS4 inhibitor = human RGS4 inhibition; P49798; Transcreener GDP fluorescence polarization, RGS4-accelerated GTP hydrolysis; Potency, µM (series often up to 114 µM), for inactives: at the top dose activity change, negative = inhibition, actives largely listed as inhibitors; 390,000 tested, 0.039% active; AID 504845; further: on the % scale 0 is the no-effect control and ±100 the full control effect; nearly all actives have a fitted effect of over 75% in size; some results filed as inactive show a strong effect at the top dose
# Target sequence (P49798 whole entry, looked up): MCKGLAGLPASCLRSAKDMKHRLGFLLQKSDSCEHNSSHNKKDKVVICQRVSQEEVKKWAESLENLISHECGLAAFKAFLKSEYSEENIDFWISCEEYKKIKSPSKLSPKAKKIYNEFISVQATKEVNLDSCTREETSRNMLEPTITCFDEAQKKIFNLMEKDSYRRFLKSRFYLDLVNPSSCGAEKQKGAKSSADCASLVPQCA
#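 MLSMR compounds (23 nl, pin-transferred) preincubated 10 min at room temperature with a 500nM (2x) first reagent, then RGS4 at 900nM (2x) plus Transcreener GDP mix added; fluorescence polarization (620/688 nm) read before and after 90 min at 30 °C.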
# ALOX12 inh = blocks human arachidonate 12S-lipoxygenase; P18054; purified 12hLO, xylenol orange hydroperoxide absorbance; Potency, µM (top dose mostly 108 µM), inactives show top-dose activity change, negative = inhibition, most hits filed as inhibitors; 580,000 tested, 1.1% active; AID 1671190; further: on the % scale 0 is the no-effect control and ±100 the full control effect
#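 Purified human 12hLO at 150 nM in 25 mM Hepes, 0.01% Triton X-100, pH 7.0, preincubated 15 min at room temperature with compound. Reaction started with 40 uM arachidonic acid, 30 min at room temperature. Hydroperoxide measured by Fe-xylenol orange, 573/405 nm absorbance ratio.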
# rTrxR1 inhibitor = rat TrxR1 inhibition. O89049. recombinant rTrxR1, NADPH fluorescence consumption, selenite substrate. Potency, µM (top dose mostly 114 µM), for the others: at the highest dose activity change, negative = inhibition, usual class: inhibitors. 390,000 tested, 1% active; further: on the % scale 0 is the no-effect control and ±100 the full control effect; nearly all actives have a fitted effect of over 65% in size
#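 Rat TrxR1 (90 nM in the dispensed reagent) was pre-reduced with 400 uM NADPH for 5 min at room temperature, then incubated with compound for 15 min. After 400 uM selenite was added, NADPH fluorescence (Ex 340/Em 450 nm) was followed for 8 min.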
# ERG-DNA inh = ERG Ets/DNA interaction inhibition; P11308; 370,000 tested, 0.028% active; AID 624246; Potency, µM (series often up to 76.9 µM), inactives show at the highest dose FP activity, negative = inhibition, usual class: inhibitors; fluorescence polarization, His-ERG Ets domain / labelled DNA; active means well fitted inhibition curve with a large enough effect in the polarisation, with a control signal flat; inconclusive means small, poorly fitted or top-dose-only effect, or effect the other way, or a change in a side signal; inactive means no such curve, though single readings can be large or run the other way; the % refers to the polarisation;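 further: polarization taken with two DNA probes labelled with fluorescein and Texas red; % of control where 0% means no effect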
# Target sequence (P11308 whole entry, looked up, the tested form may be a part): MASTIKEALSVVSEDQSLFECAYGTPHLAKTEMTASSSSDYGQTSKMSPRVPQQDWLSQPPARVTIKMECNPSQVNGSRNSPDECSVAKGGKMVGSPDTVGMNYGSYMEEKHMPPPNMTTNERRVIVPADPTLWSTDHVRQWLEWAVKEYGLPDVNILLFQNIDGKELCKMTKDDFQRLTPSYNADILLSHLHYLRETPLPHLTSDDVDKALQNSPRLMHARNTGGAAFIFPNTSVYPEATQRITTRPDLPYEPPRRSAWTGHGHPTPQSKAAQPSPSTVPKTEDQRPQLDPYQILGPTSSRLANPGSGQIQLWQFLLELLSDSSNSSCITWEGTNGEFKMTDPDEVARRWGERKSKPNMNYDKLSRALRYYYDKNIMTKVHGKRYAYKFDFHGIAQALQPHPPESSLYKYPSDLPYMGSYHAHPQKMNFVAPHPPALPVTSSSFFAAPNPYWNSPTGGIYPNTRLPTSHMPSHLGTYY
#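 His-tagged ERG Ets domain (1 uM in the protein solution; 300mM KCl, 50mM Tris-HCl, 1mM EDTA, 1mM DTT, pH 7.5) received compound, then a probe mix of 5 nM fluorescein-DNA and 100nM Texas-615-DNA. Fluorescence polarization was read for both dyes.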
# Pin1 inh = human Pin1 inhibition. Q13526. Pin1 FP peptide displacement, HiFluor488, 10 min. Potency, µM (doses to about 115 µM), for the others: at the highest dose activity, negative = inhibition, most hits filed as inhibitors. 390,000 tested, 0.009% active; active means well fitted inhibition curve with a large enough effect in the polarisation, with a control signal flat, not every such curve was filed as active; inconclusive means small, poorly fitted or top-dose-only effect, or effect the other way, or a change in a side signal; inactive means no such curve, though single readings can be large or run the other way; the % refers to the polarisation; further: on the % scale 0 is the no-effect control and ±100 the full control effect
# Target sequence (Q13526 whole entry, looked up): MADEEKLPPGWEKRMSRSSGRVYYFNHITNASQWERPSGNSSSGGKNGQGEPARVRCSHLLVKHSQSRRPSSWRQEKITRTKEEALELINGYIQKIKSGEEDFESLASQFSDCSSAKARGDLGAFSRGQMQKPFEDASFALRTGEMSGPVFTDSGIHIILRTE
# * = called active by the depositor; i = inactive; u = inconclusive; x = not tested or not shown; [ ] = remark or other dose. Unless noted, the call rests on the fitted dose curve; in most records, active means well fitted curve in the direction sought with a large enough effect; inconclusive means small, poorly fitted or top-dose-only effect, or another doubt; inactive means no such curve, though single readings can be large; an effect the other way counts as inactive or inconclusive. Potency means the concentration at half of the fitted maximal effect.
cpd	JMJD2A Tudor	PGK inhibitor	GLS inhibitor	HP1b binding inh	RGS4 inhibitor	ALOX12 inh	rTrxR1 inhibitor	ERG-DNA inh	Pin1 inh	SMILES
1	u	u	u	u	-2.8%	x	-13.0%	-6.1%	u	Cc1ccc2nc(-c3ccc(N4C(=NC(=O)CCC(=O)O)SC5CS(=O)(=O)CC54)cc3)sc2c1 (centres undefined)
2	-11.3%	i	-3.2%	19.3%	-8.9%	9.5%	-25.0%	8.7%	-1.2%	CC1CC(=O)N(CC(=O)NCc2ccco2)c2ccccc2S1 (centres undefined)
3	-2.6%	i	-5.8%	44.6%[activator]	10.5%	0.4%	-1.0%	6.5%	-2.7%	O=C(CSc1nnc(-c2cccnc2)o1)Nc1ccccn1
4	-17.1%	-7.7%	-0.1%	17.1%	24.9%	-27.6%	-8.2%	-5.5%	-7.2%	O=C(NC(c1ccccc1)c1ccccc1)C1CCCC1
5	-22.8%	-4.4%	-7.1%	25.2%	-19.7%	-4.7%	-3.7%	-2.0%	-6.9%	O=C(c1ccc(CSc2nc3ccncc3n2Cc2cccc(F)c2)cc1)N1CCCCCC1
6	-15.8%	5.9%	4.3%	53.7%[activator]	5.0%	33.3%[activator]	-6.5%	-2.5%	-1.1%	Cc1nc(-c2nc(-c3c(C(=O)NNC(=O)Nc4ccccc4)noc3C)cs2)cs1
7	82.2%[activator]	i	-7.5%	206.2%[activator]	-14.5%	-21.9%	8.1%	-2.7%	-0.5%	Cc1cc2nc(-c3ccc4c(c3)CCC4)ccn2n1
8	2.7%	-11.1%	-8.2%	48.5%[activator]	6.1%	u	-6.5%[57.1 µM]	2.6%	-15.2%	CN1/C(=C\C(=O)c2cccnc2)Sc2ccccc21
9	-5.7%	i	-1.3%	82.2%[activator]	-10.3%	-2.1%	-1.1%	-3.3%	-11.7%	CC(C)NC(=O)Nc1cccc2c1O[C@H](CN(C)S(=O)(=O)c1ccccc1)[C@@H](C)CN([C@H](C)CO)C2=O
10	-19.4%	-5.6%	0.0%	21.8%	-3.7%	-17.6%[57.4 µM]	-4.0%	x	-6.7%	CCN(CC)CCNC(=O)c1c(O)c2c([nH]c1=O)CCCC2
11	-7.7%	-3.7%	-2.4%	34.0%	14.7%	u	12.0%[57.1 µM]	-6.5%	-4.0%	C[C@H]1COC(=O)[C@H](Cc2ccc(F)cc2)C/C=C\C[C@@H](CC(=O)NCCO)C(=O)N1
12	-2.1%	i	-7.4%	34.2%	2.2%	-2.7%	-4.0%	-13.6%	-1.8%	O=C(COC(=O)CCc1ccc(S(=O)(=O)N2CCOCC2)cc1)NCc1ccccc1Cl
13	-6.4%	2.0%	4.3%	35.3%	6.6%	-8.1%	13.6%[57.1 µM]	0.9%	-0.5%	Cc1c(C(=O)N(C)C)sc2c1c(=O)n(-c1ccc(Cl)cc1)c(=O)n2Cc1ccccc1F
14	-25.2%	x	x	-1.3%	-16.3%	x	-6.8%	x	-2.3%	COc1ccc(CN(CCCN)c2ccc(Br)cn2)cc1
15	-25.5%	-8.5%	-14.4%	29.4%	7.3%	26.4%	6.3%	-2.7%	0.1%	O=C(NCCCc1ccccc1)C1CCN(c2nnc(-n3cccc3)s2)CC1
16	-13.5%	-4.5%	-1.6%	4.9%	-8.4%	-5.0%	-9.1%	-2.2%	-0.9%	CCOC(=O)N1CCN(S(=O)(=O)c2ccc(OC)c(OC)c2)CC1
17	-6.9%	-3.7%	-6.9%	45.3%[activator]	-5.5%	4.6%	11.5%	-2.6%	10.3%	Cn1c(SCC(=O)c2ccccc2)nnc1C1COc2ccccc2O1 (centres undefined)
18	114.3%[activator]	2.0%	9.3%	138.4%[activator]	-9.2%	-7.4%	2.6%	-8.5%	4.2%	Cc1ccc(Sc2c(C)nn(C(=O)C3CC3)c2C)cc1
19	-7.1%	0.8%	-0.7%	26.7%	18.9%	x	-9.6%	-4.7%	-2.8%	O=C(N/N=C/c1ccco1)C1CCCC1
20	-10.0%	-0.2%	0.4%	15.6%	6.7%	9.9%	3.7%[57.1 µM]	9.2%	8.3%	CCOC(=O)C1(Cc2cccc(OC)c2)CCN(Cc2cnc(C)s2)CC1
21	-13.2%	-0.4%	-1.0%	10.9%	-6.0%	3.3%	-19.9%	0.2%	4.2%	CC(=O)N1CCc2cc(Br)cc(S(=O)(=O)N3CCN(C(=O)c4ccco4)CC3)c21
22	-16.3%	-3.4%	-5.2%	43.3%[activator]	22.7%	-8.1%	3.4%	15.0%	3.2%	CCOC(=O)c1ccc(NC(=O)c2nc[nH]c2C(=O)N2CCC(C)CC2)cc1
23	-3.8%	2.4%	2.9%	16.4%	-5.2%	-20.1%	26.1%	2.9%	-2.9%	COc1ccc(C2c3c(oc4ccccc4c3=O)C(=O)N2Cc2ccc3c(c2)OCO3)cc1 (centres undefined)
24	-8.6%	1.0%	-2.3%	25.1%	-4.8%	19.0%	19.5%	-2.2%	2.3%	CC(=O)N1CCC2(CC1)CC(=O)c1cc(OCC(=O)NCc3ccc(C)cc3)ccc1O2
25	9.0%	-2.2%	9.5%	59.5%[activator]	-3.4%	-12.5%	8.8%	0.0%	1.7%	O=C(O)c1cc(-c2cccc([N+](=O)[O-])c2)nc2ccccc12
26	1.5%[11.4 µM]	-5.5%	-8.3%	60.0%[activator]	-7.3%[11.4 µM]	14.2%	26.5%	10.9%	-14.9%	Cc1cc(C(=O)NCc2ccc(F)cc2)n(-c2ccccc2)n1
27	-22.2%	-6.9%	1.1%	-2.9%	-15.6%	-0.9%	14.4%[57.1 µM]	5.3%	-0.3%	COc1ccc(N(C(=O)c2snc(C(N)=O)c2N)C(C(=O)NCc2ccccc2)c2ccc(O)cc2)cc1OC (centres undefined)
28	-4.5%	4.3%	-9.1%	30.7%	-22.2%	30.1%[activator]	-2.2%[57.1 µM]	-1.5%	-2.7%	COc1ccc(OCCCC(=O)Nc2nccs2)cc1
29	-14.0%	-7.8%	3.3%	12.0%	-3.5%	7.5%	-1.4%[57.1 µM]	6.5%	-1.8%	O=C(Cc1ccccc1)Nc1cccc(NC(=O)c2ccccc2)c1
30	-8.9%	4.2%[11.5 µM]	24.9%	26.8%	3.9%	3.1%	13.6%	x	-1.7%	O=C(CSc1nnc(CNc2ccc(F)cc2)o1)N1CCN(C(=O)c2ccco2)CC1
31	-15.5%	-7.2%	-2.6%	1.5%	-21.3%	0.1%	15.7%[57.1 µM]	-2.0%	0.5%	COc1cc(NC(=O)COc2cccc(C)c2C)ccc1NC(=O)c1ccco1
32	-7.1%	-0.4%	-5.7%	36.6%[activator]	-1.6%	1.5%	-10.0%	-3.0%	-23.2%	O=C1C=CN2CCCC2CC1 (centres undefined)
33	-8.7%	5.1%	0.3%	58.3%[activator]	-8.8%	1.9%	4.6%	1.6%	10.9%	O=C(NCc1ccc(N2CCCC2=O)cc1)Nc1cccc2ccccc12
34	-11.3%	7.9%	-0.2%	19.1%	12.4%	-3.9%	-1.3%	-6.3%	3.1%	CC(=O)Nc1ccc2nc3c(=O)n(C)c(=O)n(C)c3nc2c1C
35	-5.4%	i	-1.8%	7.4%	11.8%	12.3%	10.7%[57.1 µM]	-4.9%	10.4%	CCOC(=O)N(NC(=O)C(O)(CC(C)C)CC(C)C)c1ccccc1
36	-6.1%	2.6%	0.3%	u	4.1%[56.9 µM]	-13.2%	-5.1%	1.7%	0.3%	O=C(Cn1ncc2c3ccccc3n(Cc3ccccc3F)c2c1=O)NCCCN1CCCC1=O
37	1.2%	-1.5%	9.0%	39.2%	3.9%	0.0%	16.6%[57.1 µM]	-1.8%	1.9%	COCc1cc(C)c2c(N)c(C#N)sc2n1
38	-16.6%	i	6.7%	15.6%	-27.2%	-5.5%	7.0%	6.3%	12.9%	CCCc1cc(=O)[nH]c(SCC(=O)c2[nH]c(C)c(C(=O)OCC)c2C)n1
39	-3.8%	-1.5%	-3.4%	17.5%	21.0%	u	14.9%	2.5%	1.0%	CCC(C(=O)NCCc1ccc(Cl)cc1)n1nc(C)c2c(C)n(-c3ccccc3)nc2c1=O (centres undefined)
40	-14.7%	8.9%	-7.3%	29.8%	22.8%	1.4%	5.2%	0.6%	-14.0%	O=C(Nc1ccccn1)C1CCN(c2ncnc3c2nc2n3CCCCC2)CC1
41	-17.0%	9.6%	-3.7%	20.8%	1.8%	-23.6%	13.7%	-0.7%	-2.2%	N=c1n(CCO)c2ccccc2n1CCOc1ccc(F)cc1
42	-17.2%	i	-2.8%	17.8%	24.8%	-26.8%	-1.6%	6.2%	17.1%	COc1ccc(OCCCC(=O)OCC(=O)Nc2ccc(Cl)cn2)cc1
43	-21.2%	i	-0.1%	11.3%	8.0%	-26.5%	23.0%	-0.7%	-3.3%	Cc1ccc(Cl)cc1N(C)C(=O)c1cn(C2CCCCC2)c(=O)c2c1c1ccccc1n2C
44	-6.2%	1.7%	2.3%	19.0%	23.7%	9.6%	-10.6%	7.2%	-14.6%	CC1CCN(C(=O)C(NS(=O)(=O)c2cccc3nsnc23)C(C)C)CC1 (centres undefined)
45	7.2%	1.5%	7.2%	31.6%	8.5%	2.0%	1.9%[57.1 µM]	0.6%	-4.1%	CC(C)Nc1nnc(SCC(=O)c2c(N)n(Cc3ccccc3)c(=O)n(C)c2=O)s1
46	79.4µM*	-12.3%	0.9%	-13.6%	-51.3%	u	u	-7.0%	14.0%	O=C1CN(Cc2ccccc2)C(=NCc2ccco2)S1

# A portion of the library. The share of hits here may be higher or lower than overall.
